Screening data: PubChem, National Center for Advancing Translational Sciences (NCATS)
GAA spleen mod: lysosomal alpha-glucosidase (human) modulation; P10253; human spleen homogenate, 4-MU-alpha-glucoside fluorescence; Potency, µM (highest dose often 79.9 µM), for inactives: top-dose activity change, negative = inhibition, actives largely listed as inhibitors; actives 0.006% (n = 240,000); AID 2112;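 note: 0% = enzyme with vehicle and -100% = no enzyme basal signal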
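Human spleen homogenate (1 ug) incubated with compounds and 1 mM 4-methylumbelliferyl-alpha-D-glucopyranoside in pH 5.0 citrate/phosphate buffer, 37 C, 40 min. Stopped at pH 10; 4-MU fluorescence (Ex 365/Em 440 nm); AC50 by Hill fit.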
KDM4E inh: blocks human JMJD2E demethylase activity; B2RXH2; JMJD2E catalytic domain, FDH-coupled NADH fluorescence (FDH is formaldehyde dehydrogenase); Potency, µM (highest dose often 57.1 µM), inactives show top-dose activity change, negative = inhibition, most hits filed as inhibitors; actives 1.6% (n = 230,000); AID 2147; active = well fitted inhibition curve with a large enough effect, not every such curve was filed as active; inconclusive = small, poorly fitted or top-dose-only effect, or another doubt; inactive = no such curve, though single readings can be large or run the other way;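 note: 0% = wells with enzyme and -100% = buffer wells without enzyme; nearly all actives have a fitted effect of over 50% in size; many of its hits are not listed in these tables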
Target sequence (B2RXH2 1-337 limits assumed): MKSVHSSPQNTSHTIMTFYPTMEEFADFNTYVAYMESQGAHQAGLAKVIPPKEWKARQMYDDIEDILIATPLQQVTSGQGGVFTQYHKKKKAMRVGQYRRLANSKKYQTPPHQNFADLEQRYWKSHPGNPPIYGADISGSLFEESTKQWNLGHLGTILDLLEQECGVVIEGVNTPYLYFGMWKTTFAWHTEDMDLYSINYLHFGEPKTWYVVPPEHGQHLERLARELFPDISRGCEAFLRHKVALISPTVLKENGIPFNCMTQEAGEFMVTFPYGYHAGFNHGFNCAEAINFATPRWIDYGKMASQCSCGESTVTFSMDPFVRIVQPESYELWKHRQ
GoLoco inh red: RGS12 GoLoco-Gai1 interaction inhibition; Gai1:RGS12 GoLoco peptide FP, rhodamine, 10 min; actives 0.44% (n = 230,000); P63096; Potency, µM (highest dose often 61.6 µM), inactives show top-dose activity, negative = inhibition, hits mostly inhibitors; AID 880; active = well fitted inhibition curve with a large enough effect, not every such curve was filed as active; inactive = no such curve, though single readings can be large or run the other way; note: % is set by controls: 0 for no effect and ±100 for the full control effect; nearly all actives have a fitted effect of over 30% in size; many of its hits are not listed in these tables
Target sequence (P63096 whole entry, looked up): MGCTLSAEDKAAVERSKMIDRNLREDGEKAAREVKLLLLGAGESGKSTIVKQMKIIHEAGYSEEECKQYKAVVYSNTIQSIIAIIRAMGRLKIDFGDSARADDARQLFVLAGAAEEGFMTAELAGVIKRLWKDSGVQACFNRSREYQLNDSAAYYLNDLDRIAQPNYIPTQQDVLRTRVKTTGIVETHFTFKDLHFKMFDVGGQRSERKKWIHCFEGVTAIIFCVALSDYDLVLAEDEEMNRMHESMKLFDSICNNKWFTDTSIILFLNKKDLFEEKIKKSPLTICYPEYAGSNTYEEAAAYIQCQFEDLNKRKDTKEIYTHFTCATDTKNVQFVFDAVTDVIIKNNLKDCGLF
ALDH1A1 inh: blocks purified human ALDH1A1 activity. Purified ALDH1A1, NADH fluorescence, propionaldehyde substrate. Potency, µM (titrated, usually from 75.3 µM), for the others: at the top dose activity, negative = inhibition, actives largely listed as inhibitors. actives 7.3% (n = 220,000); active = well fitted inhibition curve with a large enough effect, not every such curve was filed as active; inconclusive = small, poorly fitted or top-dose-only effect, or another doubt; inactive = no such curve, though single readings can be large or run the other way;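 note: plate controls were no enzyme wells and a reference inhibitor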
GAA glycogen: inhibitors or activators of human alpha-glucosidase glycogen cleavage; recombinant GAA, glycogen substrate, Amplex Red glucose oxidase fluorescence; Potency, µM (titrated, usually from 76.4 µM), for inactives: top-dose activity change, negative = inhibition, most hits filed as inhibitors; actives 0.38% (n = 300,000); AID 2100;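 note: 0% = full enzyme reaction and -100% = no-enzyme basal signal; the screen sought inhibitors and activators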
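Recombinant human alpha-glucosidase (4 nM final) hydrolysed bovine liver glycogen (30 ug) for 40 min at 37 C in pH 5.0 citrate/phosphate with 0.01% Tween-20. Released glucose detected by glucose oxidase/Amplex Red, Ex 573/Em 610 nm. Compounds up to 77 uM; AC50 from Hill fits.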
SMN2 splice enh: enhancers of SMN2 splice variant expression; HEK293 SMN2-luciferase splicing reporter, luminescence, 30-36 h; Potency, µM (top dose mostly 46.1 µM), without a hit: at the top dose activity change, positive = activation, usual class: activators; actives 2.8% (n = 210,000); note: % of control where 0% means no effect; nearly all actives have a fitted effect of over 55% in size
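HEK293 cells carry an SMN2 minigene-luciferase reporter in which exon 7 inclusion puts luciferase in frame. Cells were seeded at 2000 cells/well, attached for 10-12 hours, then exposed to compounds for 30-36 hours at 37C before ONE-Glo luminescence.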
GLA spleen mod: inhibitors or activators of human alpha-galactosidase in spleen homogenate; P06280; human spleen homogenate, 4MU-alpha-Gal fluorescence, 40 min; Potency, µM (titrated, usually from 80 µM), inactives show at the highest dose activity change, negative = inhibition, most hits filed as inhibitors; actives 0.008% (n = 240,000);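 note: 0% = enzyme with vehicle and -100% = no enzyme basal signal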
Target sequence (P06280 32-429 limits assumed): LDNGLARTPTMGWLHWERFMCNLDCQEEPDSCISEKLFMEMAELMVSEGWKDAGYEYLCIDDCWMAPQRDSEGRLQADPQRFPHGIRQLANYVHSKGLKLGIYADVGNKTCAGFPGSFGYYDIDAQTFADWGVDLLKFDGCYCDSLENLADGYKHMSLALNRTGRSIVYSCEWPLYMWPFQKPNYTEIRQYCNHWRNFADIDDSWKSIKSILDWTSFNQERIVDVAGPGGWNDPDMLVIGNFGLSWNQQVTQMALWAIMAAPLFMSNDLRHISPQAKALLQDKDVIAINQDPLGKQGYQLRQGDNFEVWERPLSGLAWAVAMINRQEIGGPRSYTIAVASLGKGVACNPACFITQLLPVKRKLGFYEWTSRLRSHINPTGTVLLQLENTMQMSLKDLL
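Human spleen homogenate (1 ug) as enzyme source, 4-methylumbelliferyl-alpha-D-galactopyranoside 1 mM final, citrate/phosphate pH 5.0 with 0.01% Tween-20. Compounds 40 min at 37C, NaOH/glycine stop; fluorescence Ex 365/Em 440, Hill-fit AC50.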
GAA inhib: blocks human lysosomal alpha-glucosidase; Potency, µM (doses to about 76.9 µM), inactives show at the highest dose activity change, negative = inhibition, most hits filed as inhibitors; AID 1466; purified human GAA, 4-MU-alpha-glucoside fluorescence; actives 0.005% (n = 200,000); P10253;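 note: plate controls were uninhibited enzyme wells for no effect and no-enzyme background for full effect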
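Compounds are titrated up to 77 uM against 4 nM human enzyme. Substrate 4-methylumbelliferyl-alpha-D-pyranoside (400 uM) reacts 20 min at room temperature in pH 5.0 buffer; liberated 4-methylumbelliferone is read at 440 nm.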
Starred values were filed as active, the others as inactive; ? = inconclusive; · = not tested or not shown; & = joins results of further samples; [ ] = remark or other dose. Unless noted, calls come from the whole dose curve; as a rule, active = well fitted curve in the direction sought with a large enough effect; inconclusive = small, poorly fitted or top-dose-only effect, or another doubt; inactive = no such curve, though single readings can be large; an effect the other way counts as inactive or inconclusive. Potency is the fitted concentration of half-maximal effect. Some of the compounds tested; rates above refer to the full screens.

| Molecule | GAA spleen mod | KDM4E inh | GoLoco inh red | ALDH1A1 inh | GAA glycogen | SMN2 splice enh | GLA spleen mod | GAA inhib |
| --- | --- | --- | --- | --- | --- | --- | --- | --- |
| Cc1cc(C)c(/C=C2\C(=O)Nc3ccccc32)[nH]1 | 5% | 1% | 13% | -8% | 18%[76.3 µM] | 5% | 2% | · |
| CCOC(=O)c1c(-c2ccccc2)csc1NC(=O)CSc1nncs1 | -6% | 0% | 13% | -7% | 6% | -48%[inhibitor] | -3% | -8% |
| CCSc1nc2c(c(=O)[nH]1)C(c1cccnc1)C(C(=O)OC)=C(C)N2 (stereo unspecified) | 1% | -4% | -11% | 16% | -1% | ? | -3% | 0% |
| CCCNC(=O)CS(=O)Cc1nc(-c2ccccc2C)oc1C (stereo unspecified) | -15% | -1% | -1% | -14% | -5% | 4% | -3% | -3% |
| CC1(C)OC2C(O1)[C@@H](CO)O[C@H]2n1cnc2c(N)ncnc21 (stereo partly specified) | -6% | -2% | 2% | · | 1% | · | -6% | · |
| Nc1nnc(SCc2ccccc2)n1-c1ccccc1 | -11% | 8% | 13% | 1% | -2% | ? | -1% | -1% |
| Cc1cccc(-n2c(O)c(C=NCCCN3CCOCC3)c3ccccc3c2=O)c1 | -6% | -4% | -5% | ? | ? | 16% | 11% | 10% |
| COc1ccccc1NC(=O)c1ccc(CSc2ncccn2)cc1 | -2% | 4% | 10% | -7% | 9% | · | -5% | 1% |
| O=C(CN1CCN(C(=O)c2ccco2)CC1)Nc1cc(C(F)(F)F)ccc1Cl | 5% | -8% | 5% | ? | 12% | -43%[inhibitor] | 5% | -5% |
| COc1ccc2cc3c(N)c(C(=O)N4CCCC4)sc3nc2c1 | -12% | ? | -5% | ? | -2% | 11µM* | 1% | ? |
| COc1ccc([N+](=O)[O-])cc1NC(=O)C1(c2ccc(OC)c(OC)c2)CCOCC1 | 11% | -5% | 3% | 11% | -7% | · | 7% | ? |
| COc1ccc(CCNC(=O)c2cc(-c3cc(C)c(C)cc3O)n[nH]2)cc1OC | 12% | 5% | 15% | 18% | 5% | -3% | 2% | -3% |
| OCCN=C1CCCc2c1[nH]c1ccc(Br)cc21 | -10% | -9% | 9% | -28% | 9% | -21% | -3% | 1% |
| COc1ccc(CN(CCN(C)C)c2ncccn2)cc1 | 1% | -1% | 8% | 1% | · | -5% | 1% | · |
| CCCCCCCC1=Cc2ccccc2C(C(C(C)=O)C(=O)OC)N1C(=O)OC (stereo unspecified) | 11%[17.4 µM] | 1%[11.4 µM] | -6%[14.2 µM] | -7%[13.5 µM] | · | 2%[9.22 µM] | 11%[17.5 µM] | · |
| CCCCCCOC(=O)Nc1ccc(S(=O)(=O)Nc2cccc([N+](=O)[O-])c2)cc1 | -1% | 0% | 1% | 2% | -7% | -11% | -14% | -4% |
| CS(=O)(=O)c1nc(-c2cccs2)cc(C(F)(F)F)n1 | 6% | ? | -2% | ? | 7% | -91%[inhibitor] | 10% | 4% |
| COc1cccc(N2CCN(c3cnc4ccccc4n3)CC2)c1 | -4% | -17% | 0% | ? | -19% | 14% | 9% | -17% |
| Cn1c(N)c(C(=O)COC(=O)c2ccc(Br)o2)c(=O)n(C)c1=O | 1% | -1% | · | 15% | 0% | · | -13% | 1% |
| CN1CCC(=NOc2ccc([N+](=O)[O-])cc2)CC1 | -1% | -8% | 0% | -17% | 15% | · | -10% | -1% |
| Cc1cccc(NC(=S)NC2CCCCC2)n1 | 2% | -13% | -8% | ? | -8% | · | 5% | · |
| Cc1ccccc1NC(=O)C1CCCN1S(=O)(=O)c1cccc2cccnc12 (stereo unspecified) | 1% | -3% | 12% | 16% | 22% | -21% | -1% | -6% |
| C/C=C1\C2C=C(C)C[C@@]1(N)c1ccc(=O)[nH]c1C2 | 0% | -3% | -4% | 7% | · | 5% | -3% | · |
| COCc1nnc(NS(=O)(=O)c2ccc(NC(C)=O)cc2)s1 | -5% | 0% | -2% | ? | -8% | 7% | -2% | -11% |
| CCCn1nc(C(=O)Nc2ccc3nc(C)sc3c2)c2ccccc2c1=O | 4% | -6% | 3% | ? | -12% | ? | 9% | 0% |
| CCOC(=O)C(=CNc1ccc2c(c1)CCN2C(C)=O)C(=O)OCC | -1% | -12% | 0% | 3% | 4% | · | 0% | -2% |
| CCOC(=O)Cn1c(S(=O)(=O)Cc2cccc(F)c2)nc(-c2ccccc2)c1-c1ccccc1 | -7% | 5% | 2% | -9% | -8% | 46% | -4% | -9% |
| Cc1c(CNCC(C)c2ccccc2)c(C(=O)O)c(C)n1Cc1ccccc1 (stereo unspecified) | -6% | 3% | 8% | -2% | 9% | · | 0% | -4% |
| CCOc1ccc2c(c1)C(c1ccc(C)o1)=NNC(c1ccncc1)=N2 | -4% | ? | 13% | ? | -8% | 6% | 0% | -4% |
| COc1ccc(CN2CN(S(=O)(=O)c3ccccc3)c3nc4ccccc4nc32)cc1 | -1% | ? | 1% | · | -10% | · | 6% | · |
| CCCNC(=O)c1oc2ccc3c(c2c1C)C(=O)CC(C)(C)O3 | 0% | ? | 11% | ? | 0% | 13µM* | 24% | ? |
| CCc1nc(C)cn1S(=O)(=O)c1ccc(Cl)c(Cl)c1Cl | -28% | -2% | 3% | -3% | 2% | -69%[inhibitor] | 7% | 3% |
| O=C(c1cnn2c(C(F)(F)F)cc(-c3ccccc3)nc12)N1CCOCC1 | -7% | -6% | 3% | 4% | 7% | -14% | -6% | -6% |
| Cc1ccc(-c2ccc(/C=N/N3C(=O)C4C5C=CC(CC5)C4C3=O)o2)c([N+](=O)[O-])c1 (stereo unspecified) | -12% | -11% | -9% | 0.89µM* | 0% | -30%[inhibitor] | 7% | -5% |
| O=C(O)C1CCN(C(=O)OCc2ccccc2)CC1 | -5% | 0% | -3% | 11% | 3% | 18µM* | -3% | 2% |
| O=C(O)c1ccccc1SC1CC(=O)N(c2ccc3c(c2)OCO3)C1=O (stereo unspecified) | 4% | -4% | -13% | 1.3µM* | -12% | 10% | -1% | -4% |
| Cc1ccc(S(=O)(=O)N2C=CC(C(F)(F)F)=NCC2)cc1 | -14% | 7% | 10% | ? | -6% | -11% | 0% | 1% |
| O=C(CN1CCC(NC(=O)c2ccc(Br)cc2)CC1)NCc1cccs1 | -12% | -12% | 6% | -3% | -6% | -16% | 6% | 12% |
| CN(C)S(=O)(=O)c1cccc(NC(=S)N2CCCCC2CO)c1 (stereo unspecified) | 0% | 4% | 12% | -8% | 5% | -7% | 5% | 2% |
| COc1ccc(C(=O)Nc2ccc3nc(N4CCCCC4)cc(C)c3c2)c(OC)c1 | -14% | ? | 5% | -1% | 13%[76.3 µM] | -2%&-16% | 0% | 1% |
| COc1cc(-c2nc3cnccn3c2Nc2ccc(C)cc2)ccc1O | -4% | ? | -4% | ? | 11µM* | 18µM* | 1% | -1% |
| O=C(C1CCCN(S(=O)(=O)c2ccccc2[N+](=O)[O-])C1)N1CCN(c2ccccc2)CC1 (stereo unspecified) | -1% | -10% | -1% | ? | -1% | -28% | 2% | 6% |
| O=c1c2ccccc2c(/C=N/c2n[nH]c(CCCO)n2)c(O)n1-c1ccccc1Cl | 4% | ? | 11% | ? | 9% | 5% | 4% | 6% |
| CCC1(C)Cc2c(sc3nc(SCC(=O)O)[nH]c(=O)c23)CO1 (stereo unspecified) | -1% | ? | 4% | ? | 3% | 4% | 1% | -6% |
| Cn1cccc1C(=O)NC(=O)COC(=O)CNS(=O)(=O)c1ccc(Br)cc1 | 3% | 7% | 28% | 1% | 2% | -2% | 3% | ? |
| COc1ccc(C(=O)NC(=S)Nc2ccc(S(=O)(=O)Nc3cc(C)on3)cc2)cc1OC | 3% | -1% | 8% | · | 3% | · | 5% | · |
| COC(=O)C1=C(Nc2ccc(C)cc2)C=C(C)C(C(=O)OC)C1c1ccc(F)cc1 (stereo unspecified) | -5% | ? | 5% | 1% | -1% | -32%[inhibitor] | -4% | -5% |
| O=C(NCCCN1CCOCC1)c1ccc(NC(=O)C2COc3ccccc3O2)cc1 (stereo unspecified) | 6% | -1% | -13% | 5% | -7% | · | -3% | 1% |
| CCOc1cc(S(=O)(=O)NC2CCCCC2)ccc1F | -1% | 1% | -2% | -2% | -6% | 1% | -7% | -11% |
| CCn1c(SCC(=O)NC2CCS(=O)(=O)C2)nnc1-c1ccccc1 (stereo unspecified) | -5% | -2% | 5% | 2% | 4% | 15% | 1% | 1% |

Remaining list, next part
| Molecule | GAA spleen mod | KDM4E inh | GoLoco inh red | ALDH1A1 inh | GAA glycogen | SMN2 splice enh | GLA spleen mod | GAA inhib |
| --- | --- | --- | --- | --- | --- | --- | --- | --- |
| O=C(/C=C/c1ccccc1)c1ccc2c(c1)OCO2 | -1% | 3% | -6% | · | -17% | · | 1% | · |
| CCC(C)(C)NC(=O)C1CCN(c2nc(C)cc(C)n2)CC1 | -4% | ? | 2% | ? | 6% | -5% | -2% | 0% |
| CN(C(=O)c1ccc2c(c1)SC1=NS(=O)(=O)CCN12)C(c1ccccc1)c1ccccc1 | -9% | 2% | -13% | 1% | -2% | 11% | -3% | -5% |
| COC(=O)c1ccc(/C=C/C(=O)c2cccc(OC)c2)cc1 | 4% | 2% | -7% | -3% | 6% | 20% | 1% | 0% |
| Cc1nn(-c2nc(-c3ccco3)cc(C(F)(F)F)n2)c(C)c1Br | 1% | 15% | -5% | -5% | 0% | -23% | -2% | 1% |
| CC1(C)OC2C(CO)OC(n3cnc4c(=S)nc[nH]c43)C2O1 (stereo unspecified) | -1% | -6% | -15% | ? | -5% | · | 0% | 0% |
| On1c(-c2ccc(Cl)cc2)nc2ccccc21 | -8% | ? | 17% | -7% | 1% | -27% | -3% | -1% |
| C/C(=N\NC(=S)Nc1ccc(C(C)C)cc1)c1ccc2c(c1)OCO2 | 3% | ? | 7% | ? | -6% | 19% | -5% | 0% |
| CCNS(=O)(=O)c1ccc(CCC(=O)NC2CCCC2)cc1 | -3% | 7% | 10% | 7% | -3% | -3% | -5% | 2% |
